Screening results from PubChem BioAssay.
GAA glycogen: GAA glycogen-cleavage inhibition or activation. P10253. recombinant GAA, glycogen substrate, Amplex Red glucose oxidase fluorescence. Potency, µM (doses to about 76.4 µM), for the others: top-dose activity change, negative = inhibition, hits mostly inhibitors. actives 0.38% (n = 300,000). AID 2100;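 also: potency is read from the fitted curve at half-maximal effect; 0% = full enzyme reaction and -100% = no-enzyme basal signal; the screen sought inhibitors and activators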
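qHTS, 1536-well; enzyme 4 nM final; cpd up to 77 uM; substrate bovine liver glycogen 30 ug; 50 mM citrate/phosphate pH 5.0, 0.01% Tween-20; 37 C, 40 min; Amplex Red detection 45 min RT; Hill fit → AC50.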
HTT aggregate: mutant huntingtin aggregation inhibition. PC12 HttQ103-GFP aggregates, Acumen cytometry, 40 h. Potency, µM (top dose mostly 46.1 µM), without a hit: at the highest dose activity change, negative = inhibition, usual class: inhibitors. actives 1.1% (n = 220,000); also: potency is read from the fitted curve at half-maximal effect; % is scaled to controls: 0 for no effect and ±100 for the full control effect; nearly all actives have a fitted effect of over 60% in size
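Aggregate formation scored by laser-scanning cytometer (488 excitation, 500–530 emission) in lysed PC12 cells expressing Q103-GFP after 100 nM tebufenozide induction; library tested in dose series, with ATPLite reagent added in the multiplex.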
aGlu spleen mod: lysosomal alpha-glucosidase (human) modulation. P10253. Potency, µM (titrated, usually from 79.9 µM), for the others: at the highest dose activity change, negative = inhibition, actives largely listed as inhibitors. actives 0.006% (n = 240,000). human spleen homogenate, 4-MU-alpha-glucoside fluorescence. AID 2112;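 also: potency is read from the fitted curve at half-maximal effect; 0% = enzyme with vehicle and -100% = no enzyme basal signal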
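AC50 values come from Hill-equation fits of concentration-response data, normalized to no-enzyme and full-activity controls. Enzyme source: 1 ug human spleen homogenate; 1 mM fluorogenic 4-MU glucoside, pH 5.0 citrate buffer, 37 C, 40 min.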
Lamin A splicing: LMNA splicing modulation | actives 0.01% (n = 200,000) | Potency, µM (top dose mostly 46.1 µM), for the others: at the top dose ratio change, negative = inhibition, actives largely listed as inhibitors | HeLa LMNA splicing GFP/RFP minigene ratio, 48 h; active = well fitted inhibition curve with a large enough effect in the signal ratio, with a control signal flat, not every such curve was filed as active; inconclusive = small, poorly fitted or top-dose-only effect, or effect the other way, or a change in a side signal; the % refers to the signal ratio; also: potency is read from the fitted curve at half-maximal effect; % is scaled to controls: 0 for no effect and ±100 for the full control effect
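Read-out is the ratio of GFP to DsRed2 object intensity, acquired by 488 nm laser-scanning cytometry on HeLa lamin A-EGFP minigene reporter cells. Compound incubation 48 hrs at 37 °C in Opti-MEM with 2% FBS; DMSO 0.5% final.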
GAA inh: blocks human lysosomal alpha-glucosidase | actives 0.005% (n = 200,000) | Potency, µM (highest dose often 76.9 µM), for the others: top-dose activity change, negative = inhibition, usual class: inhibitors | AID 1466 | P10253 | purified human GAA, 4-MU-alpha-glucoside fluorescence;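 also: potency is read from the fitted curve at half-maximal effect; plate controls were uninhibited enzyme wells for no effect and no-enzyme background for full effect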
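Human alpha-glucosidase, 4 nM, pre-mixed with test compounds before 400 uM 4-methylumbelliferyl substrate; 20 min room temperature at pH 5.0. Fluorescence read after pH 10 stop; AC50 values from Hill-equation fits.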
CBFb-RUNX1 inh: blocks binding between human CBF-beta and RUNX1. Q01196+Q13951. AlphaScreen CBFb-His/RUNX1-biotin binding, biochemical. Potency, µM (titrated, usually from 59.8 µM), for inactives: at the highest dose activity, negative = inhibition, usual class: inhibitors. 230,000 tested, under 10 active. AID 1477; also: % of control where 0% means no effect
Target sequence (Q01196 whole entry, looked up): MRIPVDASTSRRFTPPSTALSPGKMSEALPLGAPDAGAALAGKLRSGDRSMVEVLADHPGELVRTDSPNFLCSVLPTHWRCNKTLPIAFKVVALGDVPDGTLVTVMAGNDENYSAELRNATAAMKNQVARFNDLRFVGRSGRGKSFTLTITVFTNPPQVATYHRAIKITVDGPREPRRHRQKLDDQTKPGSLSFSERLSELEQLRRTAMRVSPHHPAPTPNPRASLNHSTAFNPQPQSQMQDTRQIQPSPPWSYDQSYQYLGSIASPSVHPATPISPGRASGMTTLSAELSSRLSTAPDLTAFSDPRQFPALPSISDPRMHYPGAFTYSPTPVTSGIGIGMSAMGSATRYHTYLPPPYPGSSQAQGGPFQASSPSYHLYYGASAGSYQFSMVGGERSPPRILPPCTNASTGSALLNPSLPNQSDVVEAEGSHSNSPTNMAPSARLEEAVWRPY
Target sequence (Q13951 whole entry, looked up): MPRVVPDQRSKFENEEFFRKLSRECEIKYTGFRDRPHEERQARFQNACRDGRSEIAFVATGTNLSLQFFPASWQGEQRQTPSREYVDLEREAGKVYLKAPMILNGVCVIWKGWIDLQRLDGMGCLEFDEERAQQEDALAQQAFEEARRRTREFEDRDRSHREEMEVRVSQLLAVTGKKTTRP
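Compounds were screened at multiple concentrations against a preformed CBF-beta(His)/RUNX1(biotin) complex (30 nM of each) for 15 min at room temperature, followed by 90 min with nickel and streptavidin beads and AlphaScreen reading.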
HTT ATP protect: protects HTT-Q103 PC12 cells, measured by ATP | PC12 HTT-Q103 induced, cytoprotection, ATP luminescence, 40 h | Potency, µM (doses to about 56.4 µM), for the others: cytoprotection (ATP increase), actives largely listed as activators | actives 0.14% (n = 230,000) | AID 1471;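 also: potency is read from the fitted curve at half-maximal effect; % of control where 0% means no effect; nearly all actives have a fitted effect of over 45% in size; toxic huntingtin expression switched on by the ecdysone agonist tebufenozide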
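Cells were plated at 1500 per well in phenol red-free DMEM with 5% equine and 5% calf serum. Tebufenozide (100 nM final) and compounds were added, then ATPlite reagent, and luminescence was read.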
Active calls of the source: *; ? = inconclusive; . = no result given; [ ] = dose if it differs, or a comment. Unless noted, calls follow the shape of the dose curve; as a rule, active = well fitted curve in the direction sought with a large enough effect; inconclusive = small, poorly fitted or top-dose-only effect, or another doubt; inactive = no such curve, though single readings can be large; an effect the other way counts as inactive or inconclusive.

SMILES	GAA glycogen	HTT aggregate	aGlu spleen mod	Lamin A splicing	GAA inh	CBFb-RUNX1 inh	HTT ATP protect
CC(=O)NNc1cc(=O)c2c(=O)n(C)c(=O)n(C)c2[nH]1	?	1%	-10%	9%	-4%	1%	-9%
O=C(O)c1ccccc1SCc1ccc2c(c1)OCO2	-7%	-1%	-1%	1%	1%	3%	-18%
COc1ccc(OC)c(-c2cc(C(=O)Nc3cc(C)n(Cc4ccc(Cl)cc4)n3)no2)c1	-2%	20%	-4%	?	5%	5%	-16%
CC1(C(=O)O)Cc2ccccc2C(=O)O1 (centres undefined)	-5%	3%[9.22 µM]	2%	20%	3%	-4%	-7%
CCn1c(=N)n(CC(=O)C23CC4CC(CC(C4)C2)C3)c2ccccc21	-1%	-32%	-1%	?	-7%	-19%	-7%[0.074 µM]
Cc1nc2sc3c(c2c(=O)[nH]1)CCC3	5%	-12%	-7%	4%	6%	9%	-22%
Cc1cc(C)c2[nH]c(=O)c(=O)[nH]c2c1	1%	3%	4%	-16%	5%	-15%	0%[10 µM]
O=C(Cn1cc(C(=O)C(F)(F)F)c2cc(Br)ccc21)N1CCOCC1	18%	-10%[9.22 µM]	5%	?	4%	0%	-7%
c1cc2c(cc1C1=Nn3c(nnc3C3CCCCC3)SC1)OCO2	9%	19%	1%	?	0%	-2%	-5%[10 µM]
CN(C)c1ccc(C(=O)Nc2ccc(S(=O)(=O)NC3=NCCCCC3)cc2)cc1	-10%	21%	6%	1%	-2%	3%	-18%
CCCOc1ccc(CCc2n[nH]c(=S)n2Cc2ccccc2)cc1	-25%	?	-4%	?	0%	0%	-23%
CCCN(CCO)CCCc1ccccc1	-4%	-8%	-6%	27%	-3%	-5%	14%
CCCCCCn1c(SCCOC)nc2c1c(=O)[nH]c(=O)n2C	3%	17%[9.22 µM]	-1%	.	.	2%	12%[10 µM]
C[C@@H]1C=C(C(=O)NCc2nc3ccccc3[nH]2)O[C@H](OCc2ccc(CO)cc2)C1	5%	-3%[9.22 µM]	10%	.	.	-1%	9%[10 µM]
COC(=O)c1sccc1N/N=C/c1cccc(OC)c1O	?	6%	7%	-7%	1%	10%	0%[10 µM]

Next section; it opens with the five that closed the last part.
SMILES	GAA glycogen	HTT aggregate	aGlu spleen mod	Lamin A splicing	GAA inh	CBFb-RUNX1 inh	HTT ATP protect
CCCOc1ccc(CCc2n[nH]c(=S)n2Cc2ccccc2)cc1	-25%	?	-4%	?	0%	0%	-23%
CCCN(CCO)CCCc1ccccc1	-4%	-8%	-6%	27%	-3%	-5%	14%
CCCCCCn1c(SCCOC)nc2c1c(=O)[nH]c(=O)n2C	3%	17%[9.22 µM]	-1%	.	.	2%	12%[10 µM]
C[C@@H]1C=C(C(=O)NCc2nc3ccccc3[nH]2)O[C@H](OCc2ccc(CO)cc2)C1	5%	-3%[9.22 µM]	10%	.	.	-1%	9%[10 µM]
COC(=O)c1sccc1N/N=C/c1cccc(OC)c1O	?	6%	7%	-7%	1%	10%	0%[10 µM]
O=C1SCCC1NS(=O)(=O)c1ccccc1[N+](=O)[O-] (centres undefined)	7%	6%[9.22 µM]	-5%	-4%[46 µM]	-1%	-7%	18%[10 µM]
N#CCCNc1ccc(OCCC#N)cc1	-4%	-1%	-20%	-2%	?	0%	-7%[10 µM]
CC(=O)n1cc([C@@H]2C=C(C(=O)O)O[C@H](OCc3ccc(CO)cc3)C2)c2ccccc21	-8%	10%[9.22 µM]	-6%	.	.	0%	19%[10 µM]
O=C(COc1ccccc1O)N1CCN(C(=O)c2ccco2)CC1	-12%	0%	-5%	-6%	-6%	4%	10%
O=C(c1ccco1)N1CCC(c2ccccc2)C1 (centres undefined)	6%	11%	-9%	12%	-5%	1%	-10%
O=C(Nc1ccccn1)N1CCOCC1	9%	15%	-3%	-3%	5%	0%	21%[10 µM]
COc1ccc(C2CC(=O)C3=C(C2)Nc2ccccc2N(C(=O)CCC(=O)O)C3c2ccc(F)cc2)cc1 (centres undefined)	4%	-10%[9.22 µM]	-1%	.	.	5%	27%[10 µM]
O=c1cc(O)c2ccccc2[nH]1	0%	-12%	0%	.	0%	11%	-72%[inhibitor]
CC(NC(=O)c1cccc(C(F)(F)F)c1)C(c1ccccc1)N1CCOCC1 (centres undefined)	-2%	7%	10%	4%[46 µM]	3%	6%	1%[10 µM]
COc1ccc(/C=C/C(=O)C23CC4CC(CC(C4)C2)C3)cc1CN1CCOCC1	3%	?	-10%	?	?	-11%	8%
CCC(C(=O)Nc1ccsc1C(=O)OC)c1ccccc1 (centres undefined)	-10%	-6%[9.22 µM]	-4%	.	-7%	-1%	-70%[inhibitor]
Cc1ccc(NC(=O)COC(=O)c2ccc(Cl)cc2)cc1S(=O)(=O)N(C)C	6%	-5%	-4%	?	-5%	-4%	-19%
COc1ccccc1CNc1ccc2nnc(CCNC(=O)c3ccccc3)n2n1	-4%	-3%	-1%	5%[9.22 µM]	4%	5%	-14%
COc1cc(-c2ccc(Nc3ccccc3C(=O)O)c(OC)c2)ccc1Nc1ccccc1C(=O)O	19%	-1%[9.22 µM]	-8%	.	.	?	4%[10 µM]
CN1C(=O)N(C)C2(c3ccccc3)Nn3c(s/c(=C/c4ccccc4F)c3=O)=NC12c1ccccc1 (centres undefined)	0%	-7%	-2%	-2%	-3%	3%	3%
O=C(O/N=C1\CCCc2ccccc21)c1cccs1	-11%	0%	-1%	5%[46 µM]	-2%	27%	-2%[10 µM]
COC(=O)CC(c1ccc(C#N)cc1)n1c(C)ccc1C (centres undefined)	19%	?	0%	.	1%	-1%	2%
COCCN1C(=O)/C(=C/c2ccc(Oc3ccc([N+](=O)[O-])cn3)c(OC)c2)SC1=Nc1ccccc1	4%	11%	-1%	3%	-4%	4%	-3%[10 µM]
O=C(CNc1cccc2ccccc12)N/N=C/C(Br)=C/c1ccccc1	0%	0%	3%	4%	8%	-1%	3%
Cc1ccc(NC(=S)N(Cc2cccc(Br)c2)CC2CCC(C(=O)O)CC2)cc1Cl (centres undefined)	-9%	6%	-7%	6%[46 µM]	3%	-9%	7%
CC(=O)Cc1nsc(NC(=O)c2ccc(Br)o2)n1	0%	8%	1%	2%	1%	-7%	21%[10 µM]
CC1=C(C(=O)Nc2cc(-c3cccc(F)c3)[nH]n2)C2(CCCCC2)OC1=O	-1%	-5%	-12%	-8%	-4%	9%	17%[10 µM]
O=S(=O)(Cc1cc(NCc2ccccc2)nc(-c2ccncc2)n1)c1ccccc1	5%	24%	5%	.	-21%	3%	1%
Cc1ccc(NC(=S)N(CCN2CCOCC2)Cc2ccccc2F)cc1	1%	-1%	.	.	2%	12%	-31%[inhibitor]
CC(=O)NC(Cc1cc(C)ccc1C)C(=O)N1CCN(C(=O)c2ccccc2Br)CC1 (centres undefined)	-2%	-6%[9.22 µM]	1%	14%[46 µM]	1%	7%	15%[10 µM]
CC(=O)NNc1nc(-c2ccccc2)c2cc(Br)ccc2n1	-22%	-19%	-4%	-14%	9%	10%	-5%[10 µM]
O=[N+]([O-])c1ccc(-n2cccc2/C=N/Nc2nc(N3CCCCC3)nc(N3CCCCC3)n2)cc1	2%	-5%[9.22 µM]	2%	.	?	4%	-10%[10 µM]
Cc1cc(C)nc(NS(=O)(=O)c2ccc(Br)cc2)n1	9%	-1%	-4%	17%	?	11%	-4%[10 µM]
CN(c1ccccc1)C(c1ccc(F)cc1)c1nnnn1CC1CCCO1 (centres undefined)	-1%	?	0%	-4%	?	16%	-19%[10 µM]
O=S(=O)(Nc1ncccn1)c1ccc(Nc2ncnc3ccccc23)cc1	-3%	-1%	-7%	-4%	0%	9%	-3%[0.074 µM]
CC(C)CO/N=C1/C[C@@H](O)[C@@H](O)[C@@H]2[C@@H]3C(=O)N(c4cccc(Oc5ccccc5)c4)C(=O)[C@H]3CC[C@H]12	.	.	-9%[17.4 µM]	.	.	-6%[13.1 µM]	11%[10 µM]
CC(=O)Nc1ccc(Nc2ccc(N3C(=O)CCCC3=O)cc2[N+](=O)[O-])cc1	5%	-8%	-4%	8%	-2%	-5%	8%[10 µM]
CC(C)(C)NCc1cc(Cl)ccc1OCc1cccs1	6%	2%	-3%	-22%	3%	1%	-13%[10 µM]
COc1ccc(Cl)cc1-n1c(C)cc(C(=O)OCC(=O)N2CC(=O)Nc3ccccc32)c1C	-4%	4%	-15%	?	2%	-20%	-2%[10 µM]
Cc1ccc(S(=O)(=O)N2CCN(C(=O)C3=COCCO3)CC2)cc1C	-8%	-11%	0%	15%	-3%	0%	2%
CCN(CC)c1ccc(/C=N/NC(=O)c2ccc3nc[nH]c3c2)cc1	-14%	9%[9.22 µM]	1%	.	-12%[15.4 µM]	0%	1%[10 µM]
COc1ccc(N2CCN(C(=O)Cc3ncc(C(F)(F)F)cc3Cl)CC2)cc1	0%	4%	-17%	-13%	-9%	4%	8%[10 µM]
CCCOc1ccccc1C1CC(=O)NC2=C1C(=O)CCC2 (centres undefined)	8%	-7%	-7%	?	-4%	6%	-109%[inhibitor]
CCOCCCNC(=O)/C(C#N)=C/c1cc(C)c(O)c(C)c1	24%	22%	-9%	?	3%	16%	-21%
CCOc1cc(/C=N\NC(=O)Cn2nnc3ccccc32)ccc1O	?	-6%	0%	-13%[46 µM]	-6%	12%	-36%[inhibitor]
CCOC(=O)c1sc2nc(C)n(CC(=O)NCC3CCCO3)c(=O)c2c1C (centres undefined)	-3%	0%	4%	-3%	?	11%	-71%[inhibitor]
COc1ccc2c(c1)CCc1c-2n[nH]c1C(=O)O	-1%	8%	-15%	-1%	-6%	3%	-20%
CCOC(=O)CSc1cn2c(n1)CCC2	6%	-21%	-9%	-15%	-8%	1%	-12%[0.074 µM]
CC(C)(C)Cc1nc(-c2ccccn2)no1	-7%	?	-2%	5%	?	6%	-19%
c1ccc(CNc2nc(N3CCOCC3)nc(N3CCOCC3)n2)cc1	0%	?	-12%	-1%	2%	13%	12%[10 µM]
Cn1c(=O)n(C)c2cc(S(=O)(=O)NCc3ccco3)ccc21	2%	-10%	15%	5%	?	-4%	1%
CCC(=O)N1CCc2cc(S(=O)(=O)CCC(=O)Nc3cccc(C)n3)ccc21	2%	-4%	-3%	.	5%	-4%	-19%
